Source: PubChem
GPT2 inhibitor – GPT2 alanine aminotransferase inhibition. Q8TD30. Recombinant GPT2, coupled pyruvate oxidase/HRP Amplex Red fluorescence. 100,000 tested, 0.25% active. AID 1671188. Potency, µM (doses to about 57.7 µM), without a hit: at the top dose activity change, negative = inhibition, most hits filed as inhibitors; also: potency is read from the fitted curve at half-maximal effect; nearly all actives have a fitted effect of over 60% in size; many of its hits are not listed in these tables
Target sequence (Q8TD30 whole entry, looked up): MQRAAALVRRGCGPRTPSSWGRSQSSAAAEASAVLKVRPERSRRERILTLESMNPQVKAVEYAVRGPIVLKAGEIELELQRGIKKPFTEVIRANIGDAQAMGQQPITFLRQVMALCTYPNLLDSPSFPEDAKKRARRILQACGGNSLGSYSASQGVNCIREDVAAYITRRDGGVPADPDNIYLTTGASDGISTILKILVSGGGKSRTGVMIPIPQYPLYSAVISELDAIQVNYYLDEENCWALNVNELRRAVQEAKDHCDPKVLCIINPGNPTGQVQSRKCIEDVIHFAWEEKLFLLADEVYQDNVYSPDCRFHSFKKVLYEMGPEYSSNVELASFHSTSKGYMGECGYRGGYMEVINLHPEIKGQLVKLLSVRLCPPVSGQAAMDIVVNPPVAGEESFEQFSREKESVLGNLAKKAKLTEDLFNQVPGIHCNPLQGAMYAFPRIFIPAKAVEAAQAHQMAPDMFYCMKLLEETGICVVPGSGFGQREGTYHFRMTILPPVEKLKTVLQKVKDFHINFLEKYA
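Fluorescence read-out: pyruvate from GPT2 turnover coupled to pyruvate oxidase, HRP and Amplex Red (0.2mM ThPP, 0.2U/mL PO and HRP, 50uM Amplex final). Substrates 250uM a-KG, 2mM L-alanine; enzyme 10ng/uL; 30 min RT.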
SNCA viab count – counter-screen for SNCA expression inhibitors: cell viability. Potency, µM (doses to about 57.1 µM), for the others: top-dose activity change, negative = cytotoxicity, actives largely listed as cytotoxic. HEK-293-SNCA-luc viability, GF-AFC fluorescence, 24 h. AID 1671193. 150,000 tested, 0.12% active;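 also: potency is read from the fitted curve at half-maximal effect; 0% = DMSO-treated cells and -100% = medium-only wells without cells; nearly all actives have a fitted effect of over 30% in size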
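HEK-293-SNCA-luc cells (1500/well) plated 24 h, then exposed 24 h to a dilution series; GF-AFC added 30 min at 37C, fluorescence 405/540 nm; normalised to medium-only and DMSO wells, Hill fit.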
FLuc inh – blocks purified firefly luciferase enzyme activity; AID 1347043; 76,000 tested, 2.5% active; Potency, µM (series often up to 115 µM), for inactives: at the highest dose activity change, negative = inhibition, actives largely listed as inhibitors; P08659; purified P. pyralis luciferase, luminescence, biochemical; also: potency is read from the fitted curve at half-maximal effect; nearly all actives have a fitted effect of over 65% in size
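Purified P. pyralis luciferase (10nM final) in 50mM Tris acetate pH 7.5, 10mM Mg acetate, 0.01% Tween-20, 0.05% BSA with 10uM D-luciferin and 10uM ATP. Compounds titrated qHTS. Luminescence imaged on CCD.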
SNCA expr inhib – reduces expression of the alpha-synuclein gene; HEK-293 SNCA-luciferase knock-in, luminescence, 24 h; Potency, µM (series often up to 57.2 µM), for the others: top-dose activity change, negative = inhibition, actives largely listed as inhibitors; 140,000 tested, 0.17% active; AID 1671194;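 also: potency is read from the fitted curve at half-maximal effect; plate controls were DMSO cells for no effect and cell-free wells for full effect; nearly all actives have a fitted effect of over 45% in size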
IP6K1 inhibitor – IP6K1 kinase inhibition | IP6K1 kinase, ADP-Glo luminescence, 2 h; hits give low values | AID 1645851 | 140,000 tested, 0.81% active | Q92551 | activity change, % (series mostly up to about 58 µM); in the data active = activity change below about -25%
Target sequence (Q92551 whole entry, looked up): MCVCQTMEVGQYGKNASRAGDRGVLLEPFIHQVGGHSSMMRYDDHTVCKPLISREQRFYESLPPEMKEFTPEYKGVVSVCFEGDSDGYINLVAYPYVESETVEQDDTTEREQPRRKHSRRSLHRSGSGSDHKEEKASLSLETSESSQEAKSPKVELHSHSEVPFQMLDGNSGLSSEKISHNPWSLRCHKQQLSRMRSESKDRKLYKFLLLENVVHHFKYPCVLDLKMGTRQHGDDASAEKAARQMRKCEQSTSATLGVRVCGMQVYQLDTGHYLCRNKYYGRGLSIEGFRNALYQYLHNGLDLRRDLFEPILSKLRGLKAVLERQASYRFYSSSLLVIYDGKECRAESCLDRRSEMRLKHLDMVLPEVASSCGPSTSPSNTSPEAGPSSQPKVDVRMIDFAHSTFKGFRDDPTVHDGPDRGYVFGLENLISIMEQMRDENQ
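ADP-Glo luminescence measures ADP made by human IP6K1 during a 2 h RT reaction with ATP/IP6 (mix at 1.3 mM/130 uM); top library doses 57.5 and 19.1 uM final.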
HEK cytotox – HEK 293 cell cytotoxicity. Potency, µM (doses to about 115 µM), for inactives: at the highest dose activity change, negative = cytotoxicity, actives largely listed as inhibitors. 94,000 tested, 6.6% active. HEK 293 viability, ATP luminescence (CellTiter-Glo), 48-72 h. AID 1345083; also: potency is read from the fitted curve at half-maximal effect; nearly all actives have a fitted effect of over 60% in size
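Read-out: CellTiter-Glo ATP luminescence. Cells: HEK 293, 250 cells/well. Exposure: 48 or 72 hr, 37 degree Celsius.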
NIH3T3 tox – kills NIH 3T3 cells; NIH 3T3 viability, CellTiter-Glo ATP luminescence, 48-72 h; Potency, µM (top dose mostly 96.7 µM), without a hit: at the highest dose activity change, negative = cytotoxicity, actives largely listed as inhibitors; 94,000 tested, 4.3% active; also: potency is read from the fitted curve at half-maximal effect; nearly all actives have a fitted effect of over 55% in size
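Viability of NIH 3T3 cells after 48 or 72 hr compound treatment at 37 °C was assessed by CellTiter-Glo, with luminescence imaged following a 10 min room-temperature step.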
* = called active by the depositor; i = inactive; u = inconclusive; x = not tested or not shown; & = joins results of further samples; ! = repeats disagree; [ ] = dose if it differs, or a comment. Unless noted, calls follow the shape of the dose curve; as a rule, active = well fitted curve in the direction sought with a large enough effect; inconclusive = small, poorly fitted or top-dose-only effect, or another doubt; inactive = no such curve, though single readings can be large; an effect the other way counts as inactive or inconclusive. Unless noted, % is scaled to controls: 0 for no effect and ±100 for the full control effect. Not all compounds are listed (hit frequency here may not be typical).

SMILES	GPT2 inhibitor	SNCA viab count	FLuc inh	SNCA expr inhib	IP6K1 inhibitor	HEK cytotox	NIH3T3 tox
CC(CNC(=O)c1cc(-c2ccccc2)n[nH]1)c1ccccc1 (configuration not stated)	x	-4%	x	62%[activator]	6	x	x
Cc1ccc(C)c(NC(=O)N2CCC(Oc3ncccc3C(=O)N3CCOCC3)C2)c1 (configuration not stated)	-6%	0%	-6%	-19%	16	2%	-19%
Cc1cc2oc(C(=O)Nc3ccc(S(N)(=O)=O)cc3)cc(=O)c2cc1C	x	-13%	x	-2%	-12	x	x
COc1ccc(NC(=O)C2CCN(S(=O)(=O)c3ccc4c(c3)CCCC(=O)N4)CC2)cc1OC	x	9%	x	-3%	18	x	x
O=C(NCC(F)F)C1CCCN1c1nccc(Nc2ccccc2F)n1 (configuration not stated)	i	-6%[12.5 µM]	x	-14%	-2	-12%	-28%
O=C(Nc1cccc(-c2cccc(Cl)c2)c1)C1CCN(Cc2cccc(O)c2)CC1	u	u	7%	u	8	u	u
Fc1ccc(CN2CC[C@H](c3nc4ccccc4s3)C2)cc1F	1%[88.5 µM]	-1%[87.6 µM]	45µM*	99%[activator][87.6 µM]	-13	100µM*	u
O=C1[C@@H]2C[C@@H](O)CN2C2(CN(Cc3cccs3)C2)C(=O)N1Cc1cccc(Cl)c1	-9%[88.5 µM]	4%[87.6 µM]	-1%[172 µM]	-18%[87.6 µM]	9	u	u
CCCCc1nn2c(=O)cc(COC(=O)c3cccc(NC(=O)c4cccc(C)c4)c3)nc2s1	x	-6%	x	134%[activator]	-13	x	x
COc1ccc(C(=O)NCCn2ccn3nc(-c4cc(C)ccc4C)cc3c2=O)cc1	-27%	-10%	-7%	8%	-6	-28%	-24%
CCNC(=O)c1coc(COc2ccc3c(c2)C(c2cccc(F)c2)N(C(=O)C(C)C)CC3)n1 (configuration not stated)	-7%	-2%	-14%	11%	1	40µM*	u
CC(C)[C@H]1CN(CCS(C)(=O)=O)C[C@@H]1NC(=O)CCn1cncn1	u	7%	6%	7%	-1	2%	-2%
O=C(C1CCCN1C(=O)c1ccccc1F)N1CCC(c2nc3ccncc3[nH]2)CC1 (configuration not stated)	1%	-1%	x	-4%	15	i	-5%
CC1(C)S[C@@H]2[C@H](N=CN3CCCCCC3)C(=O)N2[C@H]1C(=O)O	-20%	-2%[23.9 µM]	x	-23%[25.6 µM]	-6	x	x
Cc1ccc(-c2cc3c(=O)n(CCNC(=O)Cc4cccs4)ccn3n2)cc1C	i	-6%	u	25%	-10	u	-14%
Cc1nn(-c2ccccc2)c2c1C(C)N(C1CCN(C(=O)c3ccc(Cl)nc3)C1)C2=O (configuration not stated)	x	x	x	x	-2	u	u
CCc1cccc2c(CCO)c[nH]c12	i	-11%[23.9 µM]	x	-21%[25.6 µM]	7	x	x
COc1ccccc1-c1nnc([C@H]2CCN(CC(C)C)C2)o1	-4%[88.5 µM]	-3%[87.6 µM]	-13%[172 µM]	0%[87.6 µM]	33	-12%[172 µM]	i
O=C(Cn1cnc(S(=O)(=O)N2CCCC2)c1)Nc1cccc(F)c1	x	-1%	x	10%	-15	x	x
CCN1CCN(CC(=O)N2C[C@@H](C(=O)O)[C@H](c3ccccc3OC)C2)CC1	-5%	3%	4%	-13%	14	-18%	-1%
COCCNC(=O)C1(C)CN(Cc2ccccc2)Cc2ccc(N3CCOCC3)nc21 (configuration not stated)	-9%[88.5 µM]	-23%[87.6 µM]	3%[172 µM]	-9%[87.6 µM]	8	-15%[172 µM]	u
Cc1nn(C(C)C(=O)NC2CCC(C)CC2)c(=O)c2c1sc1ccccc12 (configuration not stated)	x	-9%	x	1%	-12	x	x
CC1Oc2ccc(NC(=O)c3ccc(F)cc3F)cc2CN(C2CCCc3ccccc32)C1=O (configuration not stated)	i	4%	-3%	11%	19	u	-21%
Cc1ccc(C(=O)NC(C(=O)N2CCCCC2)C2CCN(C(=O)c3ccc4c(c3)OCO4)CC2)cc1 (configuration not stated)	i	-2%	-6%	-4%	11	-5%	-15%
CC(C)c1noc(-c2cn(C3CCN(C(=O)c4ccsc4)CC3)nn2)n1	i	5%	4%	-22%	4	-14%	-24%
CCN(CC)CCNC(=O)c1ccc2c(c1)N(Cc1ccccc1)C(=O)c1ccccc1S2=O (configuration not stated)	x	-5%	x	-12%	11	x	x
CCCCN(C)C(=O)c1cn2ccnc(-c3ccccc3)c2n1	-26%	4%	-1%	-2%	19	-9%	-12%
O=C(c1ccc(Br)cc1)N1CCc2[nH]nc(C(=O)N3CCOCC3)c2C1	-5%	6%	0%	-12%	-16	3%	3%
COCCn1c(C)cnc1CC1CCN(C(=O)c2c[nH]c3ccccc23)CC1	i	3%	0%	7%	-5	i	i
CC(C)N(C(=O)c1cc2c(Cl)nc3ccccc3c2s1)C1CCCCC1	x	-4%	x	u	18	x	x
O=C(NC[C@H]1COCc2nc3cc(F)ccc3n21)C1CC1	-1%[88.5 µM]	3%[87.6 µM]	-1%[230 µM]	23%[87.6 µM]	-8	-7%[230 µM]	79µM*
O=C(NC[C@@H]1CCCN1)c1ccc(S(=O)(=O)NCc2ncc[nH]2)cc1	i	7%	1%	-10%	-16	-3%	3%
CN(CCc1ccccc1)C1(C(=O)N2CCCC(C#N)C2)Cc2ccccc2C1 (configuration not stated)	0%	-6%	-9%	-25%	-3	u	u
Cc1c[nH]c(CN2CCn3nc(C(O)Cc4ccccc4)cc3C2)c(C)c1=O (configuration not stated)	i	-2%	4%	14%	-2	1%	-7%
CCOC(=O)C1CCC(CN(Cc2cccc(Br)c2)S(=O)(=O)c2ccc(Cl)cc2)CC1 (configuration not stated)	x	1%	x	-7%	48	x	x
CCNC(=O)Cc1c[nH]c2ncc(-c3ccccc3C)cc12	-1%[88.5 µM]	-13%[87.6 µM]	1%[172 µM]	19%[87.6 µM]	-17	u	u
CCOc1ccc(CCNC(=O)Cn2c(C)c3cnn(-c4ccccc4)c(=O)c3c2C)cc1	x	11%	x	-5%	-10	x	x
Fc1ccc(-c2ccnc3nc(C4CCCO4)nn23)cc1 (configuration not stated)	i	5%	7%	-3%	9	-13%	-2%
CCC(C)NC(=O)C(NC(=O)c1cccc(OC)c1)C1CCN(C(=O)CC(C)(C)C)CC1 (configuration not stated)	i	4%	-5%	10%	3	-6%	-15%
O=C(NCCc1ccccc1F)c1ccc2nnc(-c3ccc(F)cc3)n2c1	4%	-5%	x	-28%	1	u	u
CCc1ccccc1NC(=O)NCC1CCOCC1	-8%	2%	11%	-16%	20	19%	-1%
CCN1CC(C(=O)N2CCCC(c3ccccc3)(c3ccccc3)C2)CC1=O (configuration not stated)	-3%[11.5 µM]	-6%	5%	-3%	-34*	u	-6%
COc1ccc(-c2noc(C(=O)O)c2[C@@H](C)NC(=O)c2ccc3c(c2)OCO3)cc1	3%[88.5 µM]	1%[87.6 µM]	-25%[172 µM]	4%[87.6 µM]	-2	3%[172 µM]	-6%[138 µM]
CCOc1ccc(NC(=O)CN2CCN(c3ccc(Cl)cc3)CC2)cc1	x	1%	x	-15%	-3	x	x
CCNC(=O)N1CCC(Oc2ccccc2)C1 (configuration not stated)	i	4%	1%	-7%	18	8%	i
Brc1ccc(CN2CCC(c3nc4ccncc4[nH]3)C2)cc1 (configuration not stated)	5%&-5%	2%&-5%	-2%	-22%&-25%	-52*!	u	u
CC(C)CCC(=O)N1CC(C(=O)N(C)C)C2(CCOCC2)C1 (configuration not stated)	i	-1%	-1%	-7%	25	1%	-6%
Cc1ccc(NC(=O)C2CCCN(S(=O)(=O)c3c(C)noc3C)C2)cc1 (configuration not stated)	x	-4%	x	u	-2	x	x
CCc1nc2ccccc2n1CCC(=O)N[C@H]1CCOC[C@H]1C1CCOCC1	-17%	4%	7%	u	22	-2%	-9%
COCc1noc([C@@H]2CC(F)(F)CN2C(=O)c2coc(C)n2)n1	i	0%	5%	-17%	-9	1%	i
O=C(c1cn[nH]c1-c1ccccc1)N1CCC2(CC1)CC(O)CCO2 (configuration not stated)	-14%	u	-11%	45%[activator]	6	-1%	-9%
O=C(NCCCN1CCCCC1)C1CCN(C(=O)N2CC3CC(C2)[C@H]2CCCC(=O)N2C3)CC1 (some centres not stated)	u	12%	5%	23%	15	7%	i
Cc1cncc(C(=O)N2CC[C@@H](c3ccc4ccccc4c3)[C@H](O)C2)c1	-17%	-16%	1%	-10%	12	-19%	-30%
Cc1ccn2cc(CNC(=O)c3cccc(C(F)(F)F)c3)nc2c1	x	-4%	x	26%	34	x	x
COc1ccc(C(=O)N[C@H](C)c2onc(-c3ccc(F)cc3)c2C(=O)O)cc1	-9%[88.5 µM]	-1%[87.6 µM]	1%[172 µM]	21%[87.6 µM]	-15	i	-4%[174 µM]
COc1ccc(CN2C(=O)c3oc4ccc(F)cc4c(=O)c3C2c2ccc(O)cc2)cc1 (configuration not stated)	x	4%	x	12%	-5	x	x
COc1cc(NS(=O)(=O)c2ccc3c(c2)CCN3S(C)(=O)=O)cc(OC)c1	x	2%	x	101%[activator]	31	x	x
COC(=O)CNC(=O)C1=NOC2CN(C(=O)Nc3cccnc3)CC12 (configuration not stated)	i	5%	x	5%	7	-41%	u
CC(=O)OCC(=O)[C@@]1(O)CC[C@H]2[C@@H]3CCC4=CC(=O)C=C[C@]4(C)[C@@H]3[C@@H](O)C[C@@]21C	i	6%	x	-8%	x	x	x
C[C@@]12CO[C@@H](Cc3ccccc3)O[C@@H]1CC[C@]1(C)C2CC[C@@H](O)[C@H]1CC(=O)NCc1ccco1 (some centres not stated)	5%	-2%	0%	u	-9	u	u
Cn1ncc2c(NCc3ccc(Cl)cc3)ncnc21	x	9%	x	20%	-5	x	x
O=C(NC1C[C@H]2CC[C@@H](C1)N2C(=O)C1CCCCCC1)c1ccncc1 (some centres not stated)	i	u	3%	1%	21	-5%	-13%
